T cruzi growth: blocks T. cruzi growth in NIH3T3 culture; T. cruzi beta-gal in NIH3T3, GalScreen luminescence, 90 h; inhibition, % at 8.34 µM; 77,000 compounds, 5.9% hits;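 active = mean inhibition above about 93%, with at least 55% of replicates each passing it, limit read from the data, passing the limit was not always enough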
KDM4C inh: blocks human GASC-1 (KDM4C) demethylase activity. inhibition, % at 12.5 µM. AID 720574. GST-KDM4C 2-372, H3K9me3 peptide, LANCE TR-FRET. 96,000 compounds, 0.15% hits. Q9H3R0;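 active = mean replicate inhibition above about 25%, with at least 55% of replicates also reaching it, limit read from the data, passing the limit was not always enough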
Target sequence (Q9H3R0 2-372 limits assumed): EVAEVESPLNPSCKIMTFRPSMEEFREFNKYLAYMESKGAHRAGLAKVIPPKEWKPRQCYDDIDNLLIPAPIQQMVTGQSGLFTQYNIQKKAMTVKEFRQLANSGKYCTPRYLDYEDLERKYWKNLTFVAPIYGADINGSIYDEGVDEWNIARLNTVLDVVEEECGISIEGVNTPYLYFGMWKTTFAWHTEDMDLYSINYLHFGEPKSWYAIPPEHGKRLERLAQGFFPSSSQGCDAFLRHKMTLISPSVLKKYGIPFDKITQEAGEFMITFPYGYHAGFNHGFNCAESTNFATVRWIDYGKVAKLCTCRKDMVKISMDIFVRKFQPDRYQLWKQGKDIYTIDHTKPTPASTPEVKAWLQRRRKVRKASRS
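Test system – GST-tagged GASC-1 (JMJD2C) catalytic fragment, aa 2-372 · Medium – HEPES buffer, pH 7.5, plus ascorbate · Reagent – H3K9me3 peptide with Fe(II)/2OG · Compound – one test concentration per compound · Timing – 30 min reaction, 60 min detection, RT · Technique – TR-FRET with Eu antibody and ULight streptavidin, EDTA stop · Read-out basis – inhibition from TR-FRET ratio decrease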
Pf Dd2 growth: inhibitors of Plasmodium falciparum Dd2 growth | P. falciparum Dd2 growth, SYBR Green, 72 h; hits give low values | activity change, % at 10 µM | 94,000 compounds, 2.3% hits; in the data active = activity change below about -80%
C diff HTS: blocks growth of Clostridium difficile; Clostridium difficile clinical isolate growth, OD600, 24 h; hits give low values; growth activity, negative = inhibition, % at 16 µg/mL (by protocol); 86,000 compounds, 0.25% hits; AID 1259249;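 active = mean growth activity at or below -80% and every replicate also at or below -80%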;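 also: 0% = DMSO wells and -100% = levofloxacin 16 µg/mL wells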
Numbers without * were called inactive; nt = no result given; & = joins results of further samples.

SMILES	T cruzi growth	KDM4C inh	Pf Dd2 growth	C diff HTS
C[C@@H]1CN([C@@H](C)CO)C(=O)c2cc(NC(=O)c3ccncc3)ccc2O[C@@H](C)CCCCO[C@@H]1CN(C)Cc1ccc(C(=O)O)cc1	55	-0.8	35	-2
C[C@H]1CN([C@@H](C)CO)C(=O)Cc2cc(NS(=O)(=O)c3ccc(F)cc3)ccc2O[C@H]1CN(C)Cc1ccc(Cl)c(Cl)c1	65	-3.7	-28	nt
O=C(O)[C@H]1[C@H](CO)[C@H]2Cn3c(ccc(-c4ccccc4F)c3=O)[C@H]2N1Cc1ccccc1	-17	-0.5	0	3
C[C@@H]1CN([C@@H](C)CO)C(=O)c2cc(NC(=O)CCC(F)(F)F)ccc2O[C@@H](C)CCCCO[C@@H]1CN(C)CC1CCCCC1	30	1.1	-18	2
CO[C@@H]1CN(C)C(=O)c2ccc(NC(=O)C3CCOCC3)cc2OC[C@H](C)N(Cc2cccnc2)C[C@H]1C	nt	0.5	57	nt
CC(=O)N1Cc2cc(C(=O)NCC(F)(F)F)nc(-c3cccc(-c4cncnc4)c3)c2[C@H]1CCO	nt	-0.7	-5	-6
O=C(C[C@H]1C[C@H]2c3cc(NS(=O)(=O)c4ccccc4)ccc3O[C@H]2[C@@H](CO)O1)NCC1CC1	4	0.1	15	1
CCCN(C)C[C@H]1Oc2cc(C#CC3CCCC3)ccc2S(=O)(=O)N([C@@H](C)CO)C[C@H]1C	86	5.1	-71	6
CCC(=O)N1CC2(C1)[C@H](c1ccccc1)[C@H](CO)N2C(=O)c1ccncc1	nt	-0.4	12	-1
COc1ccc2c3c(n(C)c2c1)[C@H](CO)N(C(=O)CN(C)C)CC31CCN(S(C)(=O)=O)CC1	nt	-0.3	50	-14
CCCC(=O)N1CCC2(CC1)CN(Cc1ccncc1)[C@H](CO)c1[nH]c3cc(OC)ccc3c12	nt	-0.5	-53	-2
C[C@@H]1CN([C@@H](C)CO)C(=O)c2cc(NC(=O)Cc3ccccc3)ccc2O[C@@H]1CN(C)Cc1ccc(C(=O)Nc2ccccc2N)cc1	44	-0.5	-86*	3
COc1cccc(S(=O)(=O)Nc2ccc3c(c2)[C@H]2C[C@@H](CC(=O)O)O[C@@H](CO)[C@H]2O3)c1	nt	-0.5	20	11
COc1ccc(C#Cc2ccc([C@H]3[C@@H](CO)N4CCCCN(Cc5ccncc5)C[C@H]34)cc2)cc1	52	3.2	-83*	1
CN1C(=O)c2cc(NC(=O)c3ccc4c(c3)OCO4)ccc2OC[C@H]2O[C@H](CC(=O)O)CC[C@H]21	12	2.2	9	0
COc1ccc(NC(=O)N(C)C[C@@H]2Oc3ccc(NS(=O)(=O)c4cccs4)cc3C(=O)N([C@H](C)CO)C[C@@H]2C)cc1	80	-0.1	9	nt
O=C(C[C@@H]1CC[C@H](NC(=O)c2ccncc2)[C@@H](CO)O1)NCC1CC1	nt	-0.7	nt	1
O=C(C[C@@H]1CC[C@H](NS(=O)(=O)c2ccc(F)cc2)[C@@H](CO)O1)N1CCN(c2ccccc2)CC1	-7	2.3	4	3
C[C@@H]1CCCCO[C@H](CN(C)Cc2ccc(C(F)(F)F)cc2)[C@@H](C)CN([C@H](C)CO)C(=O)c2cc(NC(=O)CCCCCC(=O)Nc3ccccc3N)ccc2O1	nt	0.5	-93*	1
COCC(=O)N(C)C[C@@H]1Oc2cc(-c3ccc(C)cc3)ccc2S(=O)(=O)N([C@@H](C)CO)C[C@@H]1C	4	0.3	nt	-3
COc1ccc(S(=O)(=O)Nc2ccc3c(c2)C(=O)N([C@H](C)CO)C[C@H](C)[C@H](CN(C)Cc2ccc(C(=O)Nc4ccccc4N)cc2)O3)cc1	19	-3.2	-72	-3
C[C@@H]1CN([C@@H](C)CO)C(=O)c2cc(C#C[C@@H](C)O)cnc2O[C@@H]1CN(C)Cc1cccc(C(=O)O)c1	56	-3.1	51	-2
C/C=C/c1ccc([C@@H]2[C@@H](CO)N(C(C)=O)[C@H]2CN(C)C(=O)NC2CCCC2)cc1	1	-1.0	-8	4
C[C@H](CO)N1C[C@H](C)[C@H](CN(C)C(=O)Nc2ccc3c(c2)OCO3)Oc2ccc(NC(=O)C3CCCCC3)cc2C1=O	50	0.8	15	3
CNC[C@@H]1Oc2ccc(NC(=O)NC3CCCCC3)cc2CC(=O)N([C@H](C)CO)C[C@H]1C	119*	-0.2	48	-7

Later entries
SMILES	T cruzi growth	KDM4C inh	Pf Dd2 growth	C diff HTS
CN(C)c1ccc2c(c1)[C@@H]1C[C@H](CC(=O)NCCN3CCCCC3)O[C@@H](CO)[C@@H]1O2	-13	19	-3	-3
C[C@@H]1CN([C@H](C)CO)C(=O)Cc2cc(NS(=O)(=O)c3cccs3)ccc2O[C@H]1CN(C)C(=O)NC1CCCCC1	19	0.7	16	-3
CO[C@@H]1CN(C)C(=O)c2ccc(NC(=O)C3CC3)cc2OC[C@@H](C)N(Cc2ccncc2)C[C@H]1C	55	3.0	-2	nt
C[C@@H]1CCCCO[C@H](CN(C)C(=O)C2CCCCC2)[C@H](C)CN([C@@H](C)CO)C(=O)c2cc(NS(=O)(=O)c3ccc(F)cc3)ccc2O1	62	-1.5	-34	-11
CN(C)C(=O)C[C@H]1CC[C@@H]2[C@H](COC[C@H](O)CN2C(=O)c2ccncc2)O1	-39	nt	nt	1&-1
COc1cccc(S(=O)(=O)Nc2ccc3c(c2)OC[C@@H](C)N(Cc2ccccc2F)C[C@H](C)[C@H](OC)CN(C)C3=O)c1	62	-0.8	-38	nt
C[C@@H]1CN([C@H](C)CO)C(=O)c2cc(NC(=O)CCC(F)(F)F)ccc2O[C@@H](C)CCCCO[C@H]1CN(C)C(=O)NC1CCCCC1	50	0.5	-42	0
COCC#Cc1cnc2c(c1)C(=O)N([C@H](C)CO)C[C@H](C)[C@H](CN(C)C(C)=O)O2	5	0.0	47	-2
COc1ccc(NC(=O)N(C)C[C@@H]2Oc3ccc(NS(=O)(=O)c4ccc(C)cc4)cc3CC(=O)N([C@H](C)CO)C[C@H]2C)cc1	-3	6.5	11	nt
CC(C)NC(=O)N(C)C[C@H]1Oc2ccc(NC(=O)CCN3CCOCC3)cc2C(=O)N([C@@H](C)CO)C[C@H]1C	-35	2.0	-3	2
CO[C@H]1CN(C)C(=O)c2ccc(NC(=O)c3nc4ccccc4s3)cc2OC[C@@H](C)N(Cc2cncnc2)C[C@H]1C	nt	2.0	-62	nt
O=C(C[C@@H]1CC[C@@H]2[C@H](COC[C@@H](O)CN2S(=O)(=O)c2cccc(Cl)c2)O1)NCCCN1CCOCC1	nt	-0.2	16	20&-19
CO[C@@H]1CN(C)C(=O)c2ccc(NC(=O)NC(C)C)cc2OC[C@@H](C)N(C(=O)C2CCC2)C[C@H]1C	nt	0.6	60	-1
CO[C@@H](CN(C)Cc1cc(F)ccc1F)[C@H](C)CN([C@H](C)CO)S(=O)(=O)c1ccc(C)cc1	-2	1.2	-18	nt
CN1c2ccc(-c3ccccc3F)cc2[C@@H]2[C@@H](CCN2S(=O)(=O)c2ccccc2)[C@@H]1CO	85	-0.8	22	3
CO[C@@H]1CN(C)C(=O)c2cc(NC(=O)C3CCCCC3)ccc2OC[C@H](C)N(C)C[C@H]1C	-36	-1.5	nt	nt
C[C@@H]1CN([C@H](C)CO)S(=O)(=O)c2ccc(C3=CCCC3)cc2O[C@H]1CN(C)S(=O)(=O)c1cn(C)cn1	-113	0.5	-22	-1
COc1ccc(CN(C)C[C@@H]2OCCCC[C@H](C)Oc3ccc(NC(=O)c4ccncc4)cc3C(=O)N([C@@H](C)CO)C[C@H]2C)cc1	nt	1.9	-1	3
CCNC[C@@H]1[C@@H](c2ccc(C#Cc3ccccn3)cc2)[C@@H](CO)N1C(=O)C1CC1	nt	nt	19	0
COc1ccc(NC(=O)Nc2ccc3c(c2)CC(=O)N([C@H](C)CO)C[C@@H](C)[C@H](CN(C)CC2CC2)O3)cc1	20	0.3	15	-1
CCCC#Cc1cnc2c(c1)C(=O)N([C@@H](C)CO)C[C@@H](C)[C@H](CN(C)C(=O)Cc1cccnc1)O2	14	1.2	5	nt
Cc1noc(C)c1NC(=O)N(C)C[C@@H]1Oc2ccc(NC(=O)C3CCCCC3)cc2CC(=O)N([C@H](C)CO)C[C@@H]1C	2	1.6	11	3
Cc1noc(C)c1S(=O)(=O)Nc1ccc2c(c1)C(=O)N([C@@H](C)CO)C[C@H](C)[C@@H](CN(C)C(=O)Nc1ccc(C(F)(F)F)cc1)OCCCC[C@H](C)O2	125*	-0.4	-77	-4
COc1ccc2c3c([nH]c2c1)[C@H](CO)NCC31CCN(C(=O)c2ccccc2)CC1	nt	-0.6	-84*	1
COc1ccc(C#Cc2ccc([C@H]3[C@@H](CO)N4C(=O)CN(C(=O)NC(C)C)C[C@@H]34)cc2)cc1	nt	-0.7	-21	26

Structures shown so far that have a thiophene ring, fused or not, in the order listed:
SMILES	T cruzi growth	KDM4C inh	Pf Dd2 growth	C diff HTS
COc1ccc(NC(=O)N(C)C[C@@H]2Oc3ccc(NS(=O)(=O)c4cccs4)cc3C(=O)N([C@H](C)CO)C[C@@H]2C)cc1	80	-0.1	9	nt
C[C@@H]1CN([C@H](C)CO)C(=O)Cc2cc(NS(=O)(=O)c3cccs3)ccc2O[C@H]1CN(C)C(=O)NC1CCCCC1	19	0.7	16	-3

Additional compounds
SMILES	T cruzi growth	KDM4C inh	Pf Dd2 growth	C diff HTS
COCC(=O)N1C[C@H]2[C@@H](c3ccccc31)[C@@H](CO)N2Cc1ccccc1Cl	12	-0.5	-24	-3
O=C(CCN1CCCCC1)NCC[C@@H]1CC[C@@H](NC(=O)c2ccc(F)cc2)[C@H](CO)O1	37	2.0	-27	4
CN(C)CC(=O)N[C@H]1C[C@@H]2O[C@H](CO)CC[C@@H]2O[C@@H]1CCc1ccc(C2=CCCCC2)cc1	nt	nt	-32	-12
COc1cccc(S(=O)(=O)N2CCCCN3[C@H](C2)[C@@H](c2ccc(C#CC(C)C)cc2)[C@@H]3CO)c1	81	0.0	-16	13
N#Cc1cccc(-c2ccc3c(c2)[C@@H]2[C@@H](CCN2S(=O)(=O)c2ccc(F)cc2)[C@H](CO)N3)c1	22	0.1	-3	5
C[C@H](CO)N1C[C@H](C)[C@@H](CN(C)Cc2ccncc2)Oc2ccc(NC(=O)Nc3ccccc3)cc2CC1=O	29	1.8	-30	4
O=C(C[C@@H]1C[C@@H]2c3cc(NC(=O)C4CCOCC4)ccc3O[C@@H]2[C@@H](CO)O1)NCc1ccc(Oc2ccccc2)cc1	31	-1.2	-30	nt
O=C(NC1CCC1)[C@@H]1[C@@H](CO)[C@@H]2Cn3c(cccc3=O)[C@@H]2N1CCc1ccccc1	41	2.1	nt	-2
C[C@@H](NC(=O)C[C@@H]1CC[C@@H](NC(=O)c2cccnc2)[C@H](CO)O1)c1ccccc1	15	-0.2	3	nt
C[C@@H]1CCCCO[C@H](CN(C)S(=O)(=O)c2cn(C)cn2)[C@H](C)CN([C@@H](C)CO)C(=O)c2cc(N(C)C)ccc2O1	22	6.7	7	-3
COc1ccc(-c2ccc3c(c2)[C@H]2[C@H](CCN2S(=O)(=O)c2ccccc2C)[C@H](CO)N3C)cc1	35	1.4	-54	0
O=C(c1ccccc1F)N1CC(=O)N2[C@H](CO)[C@H](c3ccc(C#Cc4ccccc4)cc3)[C@@H]2C1	nt	-2.0	-32	6
CN1[C@@H]2c3ccc(-c4ccccc4)c(=O)n3C[C@@H]2[C@@H](CO)[C@@H]1C(=O)N1CCc2ccccc2C1	-38	2.2	nt	-3
COc1ccc(C(=O)Nc2ccc3c(c2)OC[C@H](C)NC[C@@H](C)[C@@H](OC)CN(C)C3=O)cc1	-19	-1.0	15	0
Cc1noc(C)c1NC(=O)N(C)C[C@H]1Oc2c(NC(=O)CCCCCC(=O)Nc3ccccc3N)cccc2C(=O)N([C@H](C)CO)C[C@@H]1C	nt	-0.3	42	-2
CCS(=O)(=O)N(C)C[C@H]1[C@@H](c2ccccc2)[C@@H](CO)N1C(=O)CN(C)C	nt	3.8	10	1
CCCN1[C@@H]2c3ccc(C4=CCCC4)c(=O)n3C[C@@H]2[C@@H](CO)[C@@H]1C(=O)NCCCN(C)C	39	1.3	8	0
CN(C)CC(=O)Nc1ccc2c(c1)[C@@H]1C[C@@H](CC(=O)N3CCOCC3)O[C@@H](CO)[C@@H]1O2	35	-0.9	18	0

Arranged by SMILES length (lowest first): 4 of the compounds above.
SMILES	T cruzi growth	KDM4C inh	Pf Dd2 growth	C diff HTS
COc1cccc(S(=O)(=O)N2CCCCN3[C@H](C2)[C@@H](c2ccc(C#CC(C)C)cc2)[C@@H]3CO)c1	81	0.0	-16	13
C[C@H](CO)N1C[C@H](C)[C@@H](CN(C)Cc2ccncc2)Oc2ccc(NC(=O)Nc3ccccc3)cc2CC1=O	29	1.8	-30	4
C[C@H](CO)N1C[C@H](C)[C@H](CN(C)C(=O)Nc2ccc3c(c2)OCO3)Oc2ccc(NC(=O)C3CCCCC3)cc2C1=O	50	0.8	15	3
COc1cccc(S(=O)(=O)Nc2ccc3c(c2)OC[C@@H](C)N(Cc2ccccc2F)C[C@H](C)[C@H](OC)CN(C)C3=O)c1	62	-0.8	-38	nt

Bioassay records deposited in PubChem BioAssay by Broad Institute.
